M4 ag = CHRM4 agonism in calcium assay | P08173 | CHO-K1 hM4/Gqi5, Fluo-8 calcium fluorescence; vehicle 0%, full acetylcholine response 100% | activation, % at 3 µM | actives 0.14% (n = 360,000);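 active means activation above the run mean over all test wells plus 3 SD, cut at about 32% in these data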;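 further: peak over basal fluorescence ratio per well then scaled between controls; 0% = DMSO wells and 100% = acetylcholine at EC100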
Target sequence (P08173 whole entry, looked up): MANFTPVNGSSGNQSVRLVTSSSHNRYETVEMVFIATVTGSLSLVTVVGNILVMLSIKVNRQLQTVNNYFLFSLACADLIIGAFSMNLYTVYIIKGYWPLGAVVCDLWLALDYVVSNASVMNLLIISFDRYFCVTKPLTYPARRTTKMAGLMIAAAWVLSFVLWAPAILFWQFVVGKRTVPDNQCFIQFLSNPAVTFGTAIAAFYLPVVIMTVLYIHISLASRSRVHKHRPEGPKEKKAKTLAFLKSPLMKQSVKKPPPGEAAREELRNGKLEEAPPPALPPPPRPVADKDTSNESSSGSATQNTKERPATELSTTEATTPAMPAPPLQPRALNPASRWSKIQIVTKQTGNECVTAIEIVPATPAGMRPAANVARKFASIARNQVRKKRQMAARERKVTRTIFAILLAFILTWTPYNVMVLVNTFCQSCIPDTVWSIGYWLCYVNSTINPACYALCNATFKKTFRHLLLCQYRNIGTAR
M5 ag = CHRM5 agonism in calcium assay; CHO-K1 hM5 cells, Fluo-8 calcium fluorescence; 0% DMSO wells, 100% maximal acetylcholine response; activation, % at 3 µM; actives 0.19% (n = 360,000);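 active means activation above the run's mean over test compounds plus 3 SD, cut at about 23% in these data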;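 further: signal is peak over basal fluorescence ratio across the kinetic read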
Target sequence (P08912 whole entry, looked up): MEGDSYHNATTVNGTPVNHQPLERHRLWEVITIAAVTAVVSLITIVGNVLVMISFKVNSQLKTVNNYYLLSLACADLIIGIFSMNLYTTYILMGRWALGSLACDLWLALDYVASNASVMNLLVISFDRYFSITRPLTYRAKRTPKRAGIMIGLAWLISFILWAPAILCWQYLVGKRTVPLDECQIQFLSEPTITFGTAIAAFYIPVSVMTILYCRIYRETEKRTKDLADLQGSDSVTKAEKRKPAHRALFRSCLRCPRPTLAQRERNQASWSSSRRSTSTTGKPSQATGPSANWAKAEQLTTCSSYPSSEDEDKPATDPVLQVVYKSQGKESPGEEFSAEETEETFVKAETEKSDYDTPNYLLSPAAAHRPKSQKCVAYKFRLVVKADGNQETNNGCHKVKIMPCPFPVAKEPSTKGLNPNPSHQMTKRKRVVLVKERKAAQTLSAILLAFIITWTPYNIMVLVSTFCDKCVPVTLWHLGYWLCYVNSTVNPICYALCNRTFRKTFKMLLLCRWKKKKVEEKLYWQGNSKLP
M4 antag = blocks acetylcholine activation of human M4 receptor. P08173. CHO-hM4 cells, ACh EC80, Fluo-8 calcium fluorescence. inhibition, % at 3 µM. actives 0.73% (n = 360,000). AID 624125;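 active means inhibition above its plate's cutoff, the mean inhibition of sample wells plus 3 SD, cut at about 27% in these data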;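 further: 0% = acetylcholine EC80 with DMSO and 100% = DMSO without agonist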
CRFR2-BP ag = agonists of human CRF-binding protein/CRF-R2 receptor complex. HEK293 CRF-R2/CRF-BP, calcium dye fluorescence (FLIPR); percent of saturating CRF peptide response. actives 0.46% (n = 350,000). AID 588473. activation, % at 13.2 µM;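 active means activation of at least 50%, plus an integration ratio under a set limit after plate pattern correction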;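 further: plate controls were neutral control wells without compound for no effect and CRF at EC100 for full effect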
CRFR2-BP antag = antagonists of CRF-binding protein/CRF-R2 receptor complex; AID 588475; actives 0.59% (n = 350,000); inhibition, % at 11.8 µM; HEK293 CRF-R2/CRF-BP, CRF-induced calcium fluorescence;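 active means inhibition of the ligand-induced calcium signal above about 50% at the single tested concentration, limit read from the data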
M5 antag = blocks acetylcholine activation of human M5 receptor | P08912 | CHO-hM5 cells, Fluo-8 calcium fluorescence, ACh EC80 | inhibition, % at 3 µM | actives 0.59% (n = 360,000) | AID 624040;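 active means inhibition above a per-plate cutoff, the mean of that plate's test compounds plus 3 SD, cut at about 27% in these data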;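 further: 0% = acetylcholine EC80 with DMSO and 100% = DMSO without agonist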
CHRM5 PAM = positive allosteric modulators of human muscarinic M5 receptor | CHO-K1 hM5, Fluo-8 calcium, ACh EC20 PAM; 0% = ACh EC20, 100% = ACh EC100 | AID 624038 | activation, % at 3 µM | actives 0.3% (n = 360,000) | P08912;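 active means activation above the run cutoff, the mean activation of all test compounds plus 3 SD, cut at about 18% in these data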
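Assay system: CHO-K1 hM5 cells / Incubation: Fluo-8 loading 80 min at 37 °C plus 30 min room temperature / Technique: Fluo-8 calcium dye fluorescence, kinetic read / Repeats: single replicate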
M4 PAM = positive allosteric modulators of human muscarinic M4 receptor. CHO-K1 hM4/Gqi5, Fluo-8 calcium fluorescence, ACh EC20; 0% = ACh EC20, 100% = maximal ACh. activation, % at 3 µM. actives 0.4% (n = 360,000);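 active means activation above its plate's cutoff, the mean activation of sample wells plus 3 SD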; further: some results filed as inactive read as strong as hits
IDE inh = inhibits human insulin-degrading enzyme in HEK cells; actives 0.41% (n = 320,000); FAbetaB cleavage, fluorescence polarization; P14735; inhibition, % at 5.59 µM; AID 434962;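 active means percent inhibition above the average of all tested compounds plus 3 SD, set per screening campaign, cut at about 16% in these data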;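 further: IDE supplied by intact live HEK cells; FP after avidin binding of uncleaved biotin substrate so inhibition keeps polarization high; 0% = DMSO wells and 100% = 60 µM reference IDE inhibitor Ii1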
* = called active by the depositor; . = not tested or not shown.

SMILES	M4 ag	M5 ag	M4 antag	CRFR2-BP ag	CRFR2-BP antag	M5 antag	CHRM5 PAM	M4 PAM	IDE inh
CC(=O)c1sc(NC(=O)CCS(=O)(=O)c2ccccc2)nc1C	1	1	1	0.3	-7	-9	14	17*	0
CCc1cc2c(SCC#N)ncnc2s1	-1	-10	-1	0.8	9	7	-4	-3	0
COC(=O)Nc1ccc(S(=O)(=O)n2cnc3ccccc32)cc1	1	2	9	-1.4	23	-15	10	4	4
CCCS(=O)(=O)NC(=O)C1(C)CCCN(C(=O)c2cc(OC)c(OC)c(OC)c2)C1 (configuration not stated)	1	1	1	.	.	5	-1	2	.
Cc1c(Nc2nc(-c3ccc(Cl)cc3)cs2)c(=O)n(-c2ccccc2)n1C	-2	-5	8	-1.7	-16	-4	3	0	-4
O=C(CN1C2=NCCN2c2ccccc21)C12CC3CC(CC(C3)C1)C2	3	-8	6	4.2	-12	-3	-6	-17	8
COC(=O)c1c(-c2c(Cl)cccc2Cl)noc1C(=O)NNC(=O)N(C)C	9	2	6	-1.6	4	12	-12	-24	2
COc1ccc(/C=C2\C(=O)NCC(=O)N2C)cc1	2	-5	-1	2.1	2	-5	3	5	2
O=C(O)c1cccc(NC(=O)c2cccc(S(=O)(=O)N3CCCCC3)c2)c1	1	3	12	0.4	6	2	1	0	1
Cc1nc(SCC(=O)NC2CC2)c2c(C)c(C)sc2n1	2	1	7	0.1	9	13	-3	1	-1
COc1ccnc(Oc2cc(Cl)cc(Cl)c2)c1C#N	0	-6	-5	-2.2	26	6	-2	5	1
Cc1cc(C(=O)N/N=C/c2cccc([N+](=O)[O-])c2O)n[nH]1	4	1	-13	-0.6	5	7	-5	6	8
CCCN(C(=O)CSc1nc(C2CC2)n(-c2ccccc2)n1)C1CCS(=O)(=O)C1 (configuration not stated)	1	2	-25	-1.6	1	4	-1	20	2
CCc1ccc(-c2cc(C)no2)cc1S(=O)(=O)N1CC(=O)Nc2ccccc21	5	-1	-5	0.0	-17	-10	0	-9	7
O=C(NC1CCCCC1)C(c1ccco1)N(C(=O)c1csnn1)c1ccc(Cl)cc1 (configuration not stated)	3	5	0	0.8	-4	9	-5	-2	-1
O=C(COC(=O)CSc1ccc([N+](=O)[O-])cc1)NCc1cccs1	1	3	7	-4.1	31	4	0	3	3
O=C(Cc1ccc(F)cc1)Nc1nc(-c2ccc(F)cc2)cs1	21	-4	-7	-0.3	12	8	-13	-18	-9
CC(=O)Nc1cccc(NC(=O)CSc2nnc(Cc3cccn3C)n2-c2ccc(C)cc2)c1	-1	5	-6	1.4	-1	-12	3	7	4
Cc1ccc(OCC(=O)c2ccc3c(c2)CCCC3)cc1C	-1	0	-9	3.5	-18	2	-1	4	-1
Cc1cc(NC(C)c2ccccc2)n2ncc(-c3ccccc3)c2n1 (configuration not stated)	3	-1	3	0.2	25	2	-2	-4	-1

2 consecutive entries already listed, for reference:
SMILES	M4 ag	M5 ag	M4 antag	CRFR2-BP ag	CRFR2-BP antag	M5 antag	CHRM5 PAM	M4 PAM	IDE inh
COc1ccnc(Oc2cc(Cl)cc(Cl)c2)c1C#N	0	-6	-5	-2.2	26	6	-2	5	1
Cc1cc(C(=O)N/N=C/c2cccc([N+](=O)[O-])c2O)n[nH]1	4	1	-13	-0.6	5	7	-5	6	8

The list goes on:
SMILES	M4 ag	M5 ag	M4 antag	CRFR2-BP ag	CRFR2-BP antag	M5 antag	CHRM5 PAM	M4 PAM	IDE inh
O=C(NCCNCCO)c1c(O)c2cccc3c2n(c1=O)CCC3	0	0	0	-3.3	-5	-7	2	16	4
CC(C)(C)NC(=O)c1cccc2c1C(=O)c1ccccc1-2	-1	-4	1	-1.5	5	13	-7	-3	-1
O=C(NCc1ccccc1F)C1CCCN1S(=O)(=O)c1ccc(Cl)cc1 (configuration not stated)	1	-2	-10	-1.0	-1	6	2	4	6
CCOC(=S)N/C(=N\S(=O)(=O)c1ccc(C)cc1)c1ccccc1	1	1	0	0.2	3	0	1	2	-3
Cc1onc(-c2ccccc2)c1C(=O)Nc1nc2c(s1)C(=O)CC(C)(C)C2	0	-2	2	0.3	3	3	-5	-2	8
O=C(COC(=O)COc1ccccc1)NCc1ccc2c(c1)OCO2	2	-4	-12	-4.0	-3	-9	4	6	-5
Cc1ccc(C)c(OCC(=O)Nc2c(C)n(C)n(-c3ccccc3)c2=O)c1	0	-4	-5	0.2	1	9	1	2	1
COc1ccc(OC)c(C(=O)NC(CC(N)=O)c2ccc(N3CCC(N4CCCCC4)CC3)c([N+](=O)[O-])c2)c1 (configuration not stated)	0	3	2	-0.9	0	-8	13	18	5
CN(C)c1cccc(C(=O)NCc2ccc3c(c2)OCO3)c1	3	-3	7	-3.8	14	11	-3	-9	2
CC(C)(C)c1ccc(S(=O)(=O)NC(=O)C2(C)CCN2C(=O)CC2CC2)cc1 (configuration not stated)	-1	0	-4	.	.	4	2	-2	.

5 compounds drawn at random from the list so far, as already listed:
SMILES	M4 ag	M5 ag	M4 antag	CRFR2-BP ag	CRFR2-BP antag	M5 antag	CHRM5 PAM	M4 PAM	IDE inh
CCCS(=O)(=O)NC(=O)C1(C)CCCN(C(=O)c2cc(OC)c(OC)c(OC)c2)C1 (configuration not stated)	1	1	1	.	.	5	-1	2	.
Cc1cc(NC(C)c2ccccc2)n2ncc(-c3ccccc3)c2n1 (configuration not stated)	3	-1	3	0.2	25	2	-2	-4	-1
CC(=O)c1sc(NC(=O)CCS(=O)(=O)c2ccccc2)nc1C	1	1	1	0.3	-7	-9	14	17*	0
O=C(NCCNCCO)c1c(O)c2cccc3c2n(c1=O)CCC3	0	0	0	-3.3	-5	-7	2	16	4
O=C(COC(=O)COc1ccccc1)NCc1ccc2c(c1)OCO2	2	-4	-12	-4.0	-3	-9	4	6	-5

(cont.)
SMILES	M4 ag	M5 ag	M4 antag	CRFR2-BP ag	CRFR2-BP antag	M5 antag	CHRM5 PAM	M4 PAM	IDE inh
COCCN1CC(CNC(=O)c2cc(COc3ccccc3SC)on2)CC1=O (configuration not stated)	4	-4	-15	1.3	-19	-16	4	3	13
COc1ccc(CNC(=O)COC(=O)c2c(NC(C)=O)sc(C)c2C)cc1OC	2	2	5	-1.0	5	3	-5	-1	.
CC1=NN(c2ccccc2)C(=O)C1C(=S)SC1CC(=O)NC1=O (configuration not stated)	2	1	-16	-1.5	-6	-2	-2	2	.
COc1cccc(C(=O)Nc2ccccc2N2CCCC2)c1	0	-4	2	-2.5	14	3	2	5	-2
COCCn1nnnc1C(c1ccccc1)N1CCN(C)CC1 (configuration not stated)	1	-7	0	-1.1	22	2	0	1	1
CNc1nc(NC#N)nc(SC)n1	1	-1	8	0.1	11	-4	1	11	-3
CC[n+]1c(/C=C(\C)SC)sc2ccccc21	1	0	-1	-0.2	18	1	3	6	6
CCC1(c2ccc(F)cc2)NC(=O)N(CC(=O)N(C)C2CCS(=O)(=O)C2)C1=O (configuration not stated)	0	3	4	-0.5	-1	3	4	4	5
O=C(NNC1=NC2(CCCC2)Cc2ccccc21)c1ccncc1	2	1	8	-0.4	-13	4	-4	-2	5
O=C(Nc1cccc(-n2cnnn2)c1)c1cc2ccccc2o1	8	-2	5	0.6	-3	13	-6	-6	1
Cc1coc2c(C)c3oc(=O)c(CCC(=O)NCCC(=O)O)c(C)c3cc12	0	-2	2	0.0	-4	-6	2	4	6
CC1(C(=O)NCCN2CCOCC2)C=CC2(CCCCC2)N1C(=O)c1ccccc1 (configuration not stated)	0	5	0	0.5	-1	3	5	-1	3
O=C(NCC12CC3CC(CC(C3)C1)C2)c1cc2n(n1)C(C(F)(F)F)CC(c1ccco1)N2 (configuration not stated)	2	-3	-2	2.5	1	-12	-3	11	2
CCOc1ccc(CCNC(=O)C2CCCN(C(=O)N(C)C)C2)cc1OCC (configuration not stated)	1	-3	-7	-0.1	13	3	0	-9	1
COc1ccc(S(=O)(=O)NCC2CCC(C(=O)NCc3cccnc3)CC2)cc1 (configuration not stated)	1	0	7	-0.5	1	0	3	-6	-1
Cc1ccc2nc(-c3ccc(NC(=O)CCN4C(=O)c5ccccc5C4=O)cc3)sc2c1	1	1	0	3.0	-37	-4	5	9	4
CSc1nc2ccc(Nc3nc(N4CCOCC4)nc(N4CCOCC4)n3)cc2s1	0	1	-3	-3.3	0	7	-5	-2	9
CCN(CC)CCOC(=O)c1ccc(N/C=C(/C#N)c2nc(-c3cccc(OC)c3)cs2)cc1	1	-2	8	0.1	7	8	7	1	1
CCOC(=O)Cn1nc(-c2ccc(C)cc2)c2ccccc2c1=O	0	-3	-12	-5.2	-4	7	4	2	-2
CC12CCC(=O)C=C1CCC1C2C(=O)CC2(C)C1CC[C@]2(O)C(=O)CO (some centres not stated)	1	-2	-3	4.0	2	4	2	2	-10
COc1ccc(Nc2nc(-c3ccccc3)c3ccccc3n2)cc1	2	-2	1	0.8	-2	1	-6	3	0
Cc1cccc(CSc2ccc(-c3cccs3)nn2)c1	-1	-3	-5	4.7	-12	-2	-7	1	5
COc1cccc(NC(=O)CCS(=O)(=O)c2ccc3c(c2)oc(=O)n3C)c1	0	-4	7	-1.4	-8	6	5	-4	-1
COc1ccc(-n2nc(C(=O)NCC(=O)N3CC(C)CC(C)C3)c3ccccc3c2=O)c(OC)c1 (configuration not stated)	0	-2	-17	-0.7	-7	11	-8	-2	0
Cc1csc(NC(=O)CSc2nnc(C)c(=O)n2N)n1	1	1	5	2.2	-4	14	-4	-10	1
O=c1c2ccccc2nc(-c2ccccc2)n1Cc1ccco1	-1	-2	13	0.4	10	-1	-4	-4	7
Cc1ccc(NC(=O)CSc2ccc3nnc(CCNC(=O)c4ccccc4)n3n2)c(C)c1	2	-1	-9	-1.1	-2	-2	7	10	8
O=C(CN(Cc1ccco1)C(=O)CNS(=O)(=O)c1ccc(F)cc1)NCc1ccccc1	3	0	5	-0.3	-3	1	2	2	2
COc1ccc(/C=N/NC(=O)C(N)=O)c(OC)c1OC	2	0	5	0.9	-7	6	-1	-3	-2
CCCCCc1ccc(-c2ccc(=O)[nH]n2)cc1	-1	-6	-3	-0.8	9	-3	-4	6	-3
C[C@@H]1CN([C@@H](C)CO)C(=O)c2cc(Br)cnc2O[C@H]1CN(C)C(=O)c1ccncc1	1	2	-15	3.0	-5	3	1	3	.
CC(NC(=O)/C=C/c1ccco1)c1nc2ccccc2n1Cc1ccccc1F (configuration not stated)	0	-5	-15	-2.5	49	-2	3	11	-1
N=c1sccn1CC(=O)N1N=C(c2ccc(Cl)cc2)CC1c1ccco1 (configuration not stated)	2	-10	-17	3.1	-14	0	6	-8	-1
Cc1ccc(S(=O)(=O)NN(Cc2ccccc2)Cc2ccccc2)cc1	-3	-1	-12	0.9	-3	0	10	1	.
C=CCn1c(=O)c(C(=O)NCc2ccccc2Cl)c(O)c2ccccc21	0	-4	9	0.7	-9	2	5	-4	-2
COc1cccc(-c2cc(=O)c3cc(NC(=O)c4ccccc4)ccc3[nH]2)c1	1	3	-4	-0.2	0	13	-3	18	2
CCOC(=O)c1cc2c(=O)[nH]c(C(Cl)(Cl)Cl)nc2o1	0	-2	1	1.5	18	7	-3	0	0
Cc1ccc(S(=O)(=O)N2CCN(C(=O)C(C)Cn3nc(C)c(C)c3C)CC2)cc1C (configuration not stated)	2	-2	-27	0.8	5	-8	1	5	-2
CCOC(=O)C1CCN(S(=O)(=O)c2ccc(OC)c(OC)c2)CC1	2	3	-1	4.2	-20	2	-4	1	0
Oc1c(Br)cc(/C=N/n2c(-c3ccccc3)n[nH]c2=S)cc1Br	1	5	6	0.4	21	6	-1	-2	.

Assay outcomes: PubChem BioAssay, several laboratories
